IL1B secr inh: blocks inflammasome-driven IL-1 beta release. THP-1 LPS/ATP IL-1B secretion, AlphaLISA, 16 h; stronger effect = lower value. activity change, % at 57.5 µM. 360,000 tested, 4.7% active. AID 743279; in the data active = activity change below about -50%; inconclusive = mostly about -30% to -49%; note: % is set by controls: 0 for no effect and ±100 for the full control effect
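THP-1 cells pretreated 1 hr with compounds (up to 57.5 uM final), then stimulated with LPS (250 ng/mL final) plus ATP (1.25 mM final); secreted IL-1B measured by AlphaLISA after 16 hr, decreased signal indicating inhibition.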
MCF10A rereplic: induces DNA re-replication in MCF 10a normal breast cells | 350,000 tested, 2.9% active | AID 624296 | Potency, µM (highest dose often 46.1 µM), for inactives: top-dose activity, positive = re-replication, most hits filed as activators | MCF 10A DNA re-replication, Hoechst nuclear intensity, 48 h; note: potency is the fitted concentration of half-maximal effect; % of control where 0% means no effect; nearly all actives have a fitted effect of over 50% in size
GLP1R cytotox: cytotoxicity in counter-screen for GLP-1R inverse agonists; HEK293 cAMP-luciferase reporter cells, luminescence, 24 h; Potency, µM (doses to about 38.3 µM), for the others: at the top dose activity change, negative = inhibition, hits mostly inhibitors; 410,000 tested, 0.13% active;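 note: loss of luciferase light is scored as toxicity; potency is the fitted concentration of half-maximal effect; % is set by controls: 0 for no effect and ±100 for the full control effect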
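Cells in DMEM/10% Nu serum/1% pen-strep, 1536-well format. Pre-incubated 12 h, dosed with 23 nL compound, incubated a further 24 h. Luciferase detection, 12 min at room temp, luminescence.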
SW480 rereplic: inducers of DNA re-replication in SW480 colon cancer cells | SW480 DNA re-replication, Hoechst DNA content imaging, 48 h | Potency, µM (doses to about 46.1 µM), for the others: top-dose re-replication activation, actives largely listed as activators | 340,000 tested, 1.8% active; note: potency is the fitted concentration of half-maximal effect; % of control where 0% means no effect; nearly all actives have a fitted effect of over 55% in size
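250 cells/well; 23 nL cpd via pin tool; 48 hr, 37 C, 5% CO2; Hoechst 40 min; imager read of total nuclear intensity, ex 405/em 500-530 nm.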
HT1080-NT tox: kills 2HG-producing HT-1080-NT fibrosarcoma cells. HT-1080-NT fibrosarcoma viability, CellTiter-Glo ATP luminescence, 48 h. Potency, µM (doses to about 46.1 µM), for inactives: at the top dose activity, negative = less viability, hits mostly cytotoxic. 360,000 tested, 1.6% active. AID 686970;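 note: NT is the 2HG producing partner of a matched IDH1 knockdown line; potency is the fitted concentration of half-maximal effect; 0% = DMSO-treated cells and -100% = media-only wells without cells; nearly all actives have a fitted effect of over 55% in size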
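Read-out is CellTiter-Glo luminescence after 10 minutes at room temperature, following 48 hours' compound treatment of HT-1080-NT cells (750 cells/well, RPMI, 5% FBS, 37 degrees C).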
HT1080 IDH1KD tx: kills HT-1080 cells with IDH1 knockdown; HT-1080 IDH1 knockdown viability, ATP luminescence, 48 h; Potency, µM (highest dose often 46.1 µM), for inactives: at the top dose activity, negative = toxicity, actives largely listed as cytotoxic; AID 686971; 360,000 tested, 2% active;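 note: potency is the fitted concentration of half-maximal effect; 0% = DMSO wells and -100% = cell-free medium wells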
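IDH1KD HT-1080 cells, 750/well, RPMI + 5% FBS; compound pinned after 2 h settling; 48 h, 37 °C; CellTiter-Glo luminescence; % activity normalised to DMSO and no-cell wells; curves fitted, classed by r2 and efficacy.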
KB-3-1 tox: KB-3-1 parental cell cytotoxicity; KB-3-1 viability, CellTiter-Glo ATP luminescence, 72 h; Potency, µM (highest dose often 46.1 µM), for inactives: top-dose activity change, negative = cytotoxic, hits mostly cytotoxic; 400,000 tested, 1.4% active; AID 1347075; note: potency is the fitted concentration of half-maximal effect; % is set by controls: 0 for no effect and ±100 for the full control effect; nearly all actives have a fitted effect of over 60% in size
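72 h, 37 °C compound treatment of KB-3-1 parental cells; CellTiter-Glo added, 10 min, luminescence read. Data corrected against DMSO-only plates and normalized before curve fitting.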
KB-V1 MDR tox: kills drug-selected multidrug resistant KB-V1 cells; AID 1347076; Potency, µM (doses to about 46.1 µM), for inactives: at the top dose activity change, negative = cytotoxicity, hits mostly cytotoxic; KB-V1 MDR cells viability, CellTiter-Glo, 72 h; 400,000 tested, 3.4% active; note: potency is the fitted concentration of half-maximal effect; % is set by controls: 0 for no effect and ±100 for the full control effect; nearly all actives have a fitted effect of over 60% in size
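Drug-selected KB-V1 cells, grown in DMEM lacking phenol red with 10% FBS, receive compound titrations; after three days at 37 degrees C, surviving cell ATP is quantified by CellTiter-Glo luminescence and responses normalized and curve-fitted.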
DRD3 agonist: agonists of human D3 dopamine receptor | P35462 | D3R DiscoveRx beta-arrestin cells, luminescence, 90 min | max activation, % | 410,000 tested, 0.58% active | AID 652048; in the data active = max activation above about 30%; note: 0% is about no effect; mostly tested at two doses, the higher about 12 µM
Target sequence (P35462 whole entry, looked up): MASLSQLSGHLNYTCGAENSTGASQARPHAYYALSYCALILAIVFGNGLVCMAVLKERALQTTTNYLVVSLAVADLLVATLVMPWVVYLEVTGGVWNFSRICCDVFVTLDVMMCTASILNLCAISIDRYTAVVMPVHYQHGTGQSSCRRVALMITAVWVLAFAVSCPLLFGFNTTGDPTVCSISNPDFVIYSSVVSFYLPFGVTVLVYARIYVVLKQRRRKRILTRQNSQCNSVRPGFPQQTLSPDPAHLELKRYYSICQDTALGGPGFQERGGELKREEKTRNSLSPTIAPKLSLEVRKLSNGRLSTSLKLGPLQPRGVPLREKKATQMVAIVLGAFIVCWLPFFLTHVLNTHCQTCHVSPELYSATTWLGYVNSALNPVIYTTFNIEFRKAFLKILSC
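Cells at 1500/well, incubated overnight, then treated with pinned compounds (dopamine as control) for 90 min at 37 degrees C. DiscoveRx reagent added for 30 - 60 minutes at room temperature; luminescence read.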
Numbers without * were called inactive; i = inactive; ? = inconclusive; nt = not tested or not shown; [ ] = dose if it differs, or a comment. Unless noted, calls come from the whole dose curve; as a rule, active = well fitted curve in the direction sought with a large enough effect; inconclusive = small, poorly fitted or top-dose-only effect, or another doubt; inactive = no such curve, though single readings can be large; an effect the other way counts as inactive or inconclusive.

(1) COc1ccc(-n2cc(CNC3CCC(O)CC3)c(-c3cccc(F)c3)n2)cc1 (stereo unspecified)
(2) Cc1ccc(S(=O)(=O)N2CCOCC2)cc1NC(=O)COc1ncnc2ccccc12
(3) COc1ccc(CCNC(=O)c2cc(-c3ccncc3)nc3ccc(S(=O)(=O)N4CCOCC4)cc23)cc1OC
(4) COc1cccc(NC(=O)C2c3cc(OC)c(OC)cc3C(=O)N(C)C2c2cccnc2)c1 (stereo unspecified)
(5) CCC(=O)N1CCc2cc(S(=O)(=O)CCC(=O)NCCC3=CCCCC3)ccc21
(6) O=C(COC(=O)c1ccc([N+](=O)[O-])o1)NCc1ccc(F)cc1
(7) Cc1ccc(Nc2nnc(SCc3cc(=O)n4ccsc4n3)s2)c(C)c1
(8) COc1ccc(NC2=NC(C)(CO)CS2)cc1 (stereo unspecified)

screen / no.	1	2	3	4	5	6	7	8
IL1B secr inh	-28	14	2	12	-16	-30	-10	6
MCF10A rereplic	?	-1%	3%	3%	7%	7%	?	?
GLP1R cytotox	-4%	18%	-3%	1%	0%	1%	-15%	3%
SW480 rereplic	-5%	6%	?	2%	-7%	11%	-4%	11%
HT1080-NT tox	?	4%	3%	-3%	-3%	-7%	12%	4%
HT1080 IDH1KD tx	-13%	0%	11%	0%	-1%	-2%	1%	1%
KB-3-1 tox	?	0%	0%	-4%	-5%	14%	?	-1%
KB-V1 MDR tox	-5%	33%	6%	-24%	-6%	18%	?	3%
DRD3 agonist	7	-5	0	2	-3	3	2	-1

The final 2 entries of the part above open the next one:
(7) Cc1ccc(Nc2nnc(SCc3cc(=O)n4ccsc4n3)s2)c(C)c1
(8) COc1ccc(NC2=NC(C)(CO)CS2)cc1 (stereo unspecified)
(9) CCOC(=O)c1c(CSc2ccccc2)n(C)c2ccc(O)cc12
(10) Cc1nn(C)c(C(=O)Nc2cccc(CN3CCOCC3)c2)c1Br
(11) Cc1noc(C)c1CCC(=O)Nc1c(C(C)C)cccc1C(C)C
(12) O=C(NNC(=O)C1C2CCC(C2)C1C(=O)O)c1cccc(Cl)c1 (stereo unspecified)
(13) CC(Sc1ncc(C#N)c(N)n1)C(=O)Nc1ccccc1 (stereo unspecified)
(14) COc1ccc(OC)c(C(C)NC(=S)Nc2ccc(S(=O)(=O)Nc3ncccn3)cc2)c1 (stereo unspecified)
(15) O=c1oc2ccccc2cc1-c1csc(Cc2nc(-c3ccc(Br)cc3)cs2)n1
(16) CN1CCN(c2cc(=O)n(-c3ccc(Cl)cc3)c(=O)[nH]2)CC1

screen / no.	7	8	9	10	11	12	13	14	15	16
IL1B secr inh	-10	6	35	17	0	3	2	i	-1	14
MCF10A rereplic	?	?	19%	2%	-4%	-10%	0%	-4%	5%	8%
GLP1R cytotox	-15%	3%	8%	17%	6%	19%	-10%	3%	12%	-29%
SW480 rereplic	-4%	11%	65%	-80%[inhibitor]	-2%	-5%	-1%	-34%	7%	-13%
HT1080-NT tox	12%	4%	-16%	-4%	0%	5%	-1%	12%	14%	15%
HT1080 IDH1KD tx	1%	1%	-8%	-1%	-1%	4%	11%	23%	3%	5%
KB-3-1 tox	?	-1%	1%	1%	4%	3%	0%	0%	?	24%
KB-V1 MDR tox	?	3%	-1%	-5%	15µM*	13%	-1%	1%	?	?
DRD3 agonist	2	-1	-2	-4	-7	-1	-2	1	11	0

(17) COc1cccc(CNc2nc(NCc3cccs3)nc3ccsc23)c1
(18) CN1C(=O)N(C)C2(c3ccccc3)N(C(C)(C)C)C(=O)NC12c1ccccc1 (stereo unspecified)
(19) COCCNC(=O)C1CCCN(Cc2ccccc2F)CC1 (stereo unspecified)
(20) Cc1cc(C)cc(NS(=O)(=O)c2ccc3[nH]cc(C(=O)NCc4ccccc4Cl)c(=O)c3c2)c1
(21) Cn1c(=O)c2ccccc2n(CC(=O)NC2CCCC2)c1=O
(22) O=C(CCc1nnc(CCCc2ccccc2)o1)NCCc1ccco1
(23) Cc1ccc(-n2nnnc2C(Cl)(Cl)c2nnnn2-c2ccc(C)cc2)cc1
(24) CC/C(=N\N=C(/CC)c1ccccc1N)c1ccccc1N

screen / no.	17	18	19	20	21	22	23	24
IL1B secr inh	-5	76	11	nt	-5	-5	-78*	-1
MCF10A rereplic	nt	-7%	nt	nt	3%	-5%	16%	7%
GLP1R cytotox	-1%	-3%	2%	-21%	-3%	-2%	1%	-1%
SW480 rereplic	nt	5%	nt	nt	?	-8%	2%	1%
HT1080-NT tox	18µM*	-5%	9%	nt	12%	4%	?	-1%
HT1080 IDH1KD tx	23µM*	-1%	1%	nt	14%	3%	5.6µM*	2%
KB-3-1 tox	-3%	-7%	0%	?	-2%	12%	7%	-1%
KB-V1 MDR tox	-10%	-13%	5%	26%	0%	0%	?	0%
DRD3 agonist	-5	-7	-6	7	-8	-2	0	-7

(25) Cc1ccc(CNC(=O)COC(=O)CCOc2ccc(C)cc2)cc1
(26) COCC1CCN(Cc2nc(-c3ccc(OC)cc3)no2)CC1
(27) O=C(O)C1C2CC3C(OC(=O)C31)C2Cl (stereo unspecified)
(28) Nc1nnc(CCC2CCCCC2)s1
(29) O=C(CNCc1cccs1)Nc1ccc(S(=O)(=O)N2CCCCC2)cc1
(30) Cc1ccc(C(=O)CSc2nnc(-c3ccc4[nH]c(C)c(C)c4c3)o2)cc1C
(31) COc1ccc(N2C(=O)C3ON(C4SC(=S)N(C)C4(C)C)C(c4ccc(Cl)cc4)C3C2=O)cc1 (stereo unspecified)
(32) COc1cc(Cl)c(C)cc1NC(=O)CCCN1C(=O)C(c2ccccc2)Oc2cccnc21 (stereo unspecified)

screen / no.	25	26	27	28	29	30	31	32
IL1B secr inh	11	11	-6	11	11	6	11	nt
MCF10A rereplic	-2%	-18%	-73%[inhibitor]	3%	14%	-1%	-2%	nt
GLP1R cytotox	-2%	2%	-14%	-7%	-8%	-21%	0%	-6%
SW480 rereplic	-448%[inhibitor]	24%[1.84 µM]	84%	-1%	-20%	1%	?	nt
HT1080-NT tox	-6%	10%	-6%	9%	-23%	11%	15%	nt
HT1080 IDH1KD tx	0%	0%	16%	0%	-21%	3%[9.24 µM]	15%	nt
KB-3-1 tox	1%	-20%	1%	-1%	-16%	5%	8%	-1%
KB-V1 MDR tox	1%	-26%	-5%	-16%	?	0%	13%	16%
DRD3 agonist	-6	-2	-1	0	0	1	1	-4

(33) O=C(c1ccc2c(=O)n3c(nc2c1)CCCCC3)N1CCc2ccccc21
(34) O=C(NCC(c1cccs1)N1CCOCC1)c1cc2ccccc2oc1=O (stereo unspecified)
(35) Cc1ccc(-n2c(SCC(=O)Nc3cc(C)on3)nc3c([nH]c4ccccc43)c2=O)cc1
(36) CCc1ccc(OCCCC(=O)NCc2ccccc2)cc1
(37) O=C(c1ccco1)N1CCN(c2ccc([N+](=O)[O-])cn2)CC1
(38) CCNC(=O)c1cccc(NC(=O)CN2C(=O)NC3(CCCCC3)C2=O)c1
(39) O=C(NCc1ccncc1)[C@@H]1CCCN1C(=O)[C@@H]1CCCN1C(=O)c1cccc2ccccc12
(40) COc1ccccc1N1CCN(C(=O)CC(NC(=O)c2ccccc2Cl)c2ccccc2)CC1 (stereo unspecified)

screen / no.	33	34	35	36	37	38	39	40
IL1B secr inh	22	-7	28	6	-12	13	-103*	-6
MCF10A rereplic	-2%	11%	2%	?	-24%	-2%	nt	3%
GLP1R cytotox	-10%	17%	11%	-6%	-40%	-4%	-6%	0%
SW480 rereplic	0%	-57%[inhibitor]	-1%	5%	-3%	3%	nt	0%
HT1080-NT tox	1%	-7%[9.24 µM]	-17%	?	2%	1%	4%	3%
HT1080 IDH1KD tx	4%	-1%	-13%	?	-7%	3%	3%	0%
KB-3-1 tox	0%	-13%	9%	?	18%	8%	7%	23%
KB-V1 MDR tox	?	?	?	?	4%	?	10%	?
DRD3 agonist	1	2	12	-5	1	2	3	-20

Single entries from the list:
compound 34 @ MCF10A rereplic = 11%
compound 39 @ GLP1R cytotox = -6%

Next part
(41) CC1=C(C(=O)Nc2cc(Cl)ccc2C)C(c2ccco2)n2ncnc2N1 (stereo unspecified)
(42) Cc1ccc2c(c1)[C@H]1[C@H](CO2)[C@H](c2ccccc2)[C@]2(C)C(=O)Nc3ccc(Cl)cc3C(=O)N12
(43) COCCCNC(=O)C(=O)NCC(c1ccc2c(c1)OCO2)N1CCOCC1 (stereo unspecified)
(44) Cc1ccc(N=C2NC(=O)/C(=C/C=C/c3ccco3)S2)cc1C
(45) COc1ccccc1CN1C[C@@H]2C[C@@H](c3[nH]c4c(C)cccc4c3C)N3CCC[C@@]23C1=O
(46) Cc1ccc2sc(N(CCCN(C)C)C(=O)CN3C(=O)c4ccccc4C3=O)nc2c1C
(47) CCOc1ccc(N2CC(c3nc4ccccc4n3Cc3cccc(C)c3)CC2=O)cc1 (stereo unspecified)

screen / no.	41	42	43	44	45	46	47
IL1B secr inh	nt	?	nt	-91*	-14	?	nt
MCF10A rereplic	nt	?	nt	7.3µM*	?	1%	nt
GLP1R cytotox	3%	1%	-4%	-7%	4%	?	-5%
SW480 rereplic	nt	15µM*	nt	?	4%	?	nt
HT1080-NT tox	nt	-17%	nt	?	-8%	16µM*	nt
HT1080 IDH1KD tx	nt	?	nt	?	-16%	?	nt
KB-3-1 tox	21%	?	0%	?	-2%	1%	-2%
KB-V1 MDR tox	0%	?	1%	?	3%	22%	-6%
DRD3 agonist	3	24	-10	0	6	-17	5
